# Compound activity as filed in PubChem.
# TRHR enhancer: allosteric enhancers of human TRH receptor. P34981. TRHR cells, fluo-8 calcium fluorescence, EC20 TRH enhancement. enhancement, % at 2 µM. 0.66% of 360,000 active. AID 493056; in the data active means enhancement above about 30%; further: 0% is about no effect
#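 TRHR-expressing cells loaded with fluo-8 calcium dye were read kinetically (ex 480/em 530) during compound addition, then stimulated with an EC20 of TRH (10 nM final). Enhancement of the Gq-mediated intracellular calcium response was scored.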
# TrxR1 substrate: rat thioredoxin reductase 1 substrate activity. purified TrxR1 substrate turnover, NADPH consumption readout. Potency, µM (doses to about 114 µM), for inactives: at the top dose activity change, negative = substrate turnover. 0.01% of 390,000 active. AID 588456; further: potency means the concentration at half of the fitted maximal effect; on the % scale 0 is the no-effect control and ±100 the full control effect; nearly all actives have a fitted effect of over 50% in size
# Target sequence (O89049 whole entry, looked up): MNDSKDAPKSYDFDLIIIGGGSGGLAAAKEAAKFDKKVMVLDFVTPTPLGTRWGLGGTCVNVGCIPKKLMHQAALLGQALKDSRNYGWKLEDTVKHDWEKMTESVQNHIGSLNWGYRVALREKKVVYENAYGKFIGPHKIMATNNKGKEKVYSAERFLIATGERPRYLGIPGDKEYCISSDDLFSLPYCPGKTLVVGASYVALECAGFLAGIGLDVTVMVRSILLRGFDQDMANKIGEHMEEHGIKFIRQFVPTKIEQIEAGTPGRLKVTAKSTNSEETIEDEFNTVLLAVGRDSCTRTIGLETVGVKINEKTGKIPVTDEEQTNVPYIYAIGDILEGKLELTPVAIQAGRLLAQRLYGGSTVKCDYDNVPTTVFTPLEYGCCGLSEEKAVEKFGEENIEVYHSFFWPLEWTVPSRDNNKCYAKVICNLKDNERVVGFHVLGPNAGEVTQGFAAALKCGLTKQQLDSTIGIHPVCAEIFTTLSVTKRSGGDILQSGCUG
#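 Rat TrxR1, dispensed at 90 nM, was prereduced with 400 uM NADPH (final) for 5 min at ~22 deg C, then incubated with compound 15 min before 400 uM selenite. A first-read NADPH fluorescence drop versus no-compound background flagged substrates.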
# D2 antag: D2 dopamine receptor (human) antagonism; AID 485344; P14416; HEK293 TREx D2 cells, calcium flux, dopamine EC80; inhibition, % at 10 µM; 2% of 340,000 active; in the data active means inhibition above about 30%; further: 0% is about no effect
#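 Antagonism is scored as inhibition of an EC80 dopamine-evoked calcium signal in a force-coupled, tetracycline-inducible HEK293 T-REx D2 line, with compound present 180 s before agonist.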
# USP1-UAF1 inh: USP1/UAF1 (human) deubiquitinase inhibition. O94782. recombinant USP1/UAF1, Ub-Rhodamine cleavage fluorescence. Potency, µM (doses to about 57.1 µM), without a hit: top-dose activity change, negative = inhibition, usual class: inhibitors. 0.23% of 390,000 active; further: potency means the concentration at half of the fitted maximal effect; on the % scale 0 is the no-effect control and ±100 the full control effect; nearly all actives have a fitted effect of over 60% in size; inactives centre near -12
#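 In this screen, compounds sit with the deubiquitinase complex (1nM) for 15 min at room temperature before Ub-Rho is added at 150nM final. Fluorescence rise is then followed for 6 reads every 60 seconds.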
# PI4K2A block: blocks human PI4K2A kinase activity | purified PI4K2A, ADP-Glo luminescence, 1 h; hits give low values | activity change, negative = inhibition, % at 76.9 µM | 0.13% of 420,000 active; in the data active means activity change below about -50%; inconclusive means mostly about -30% to -49%;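 further: -100% = wells without enzyme as full effect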
# Target sequence (Q9BTU6 whole entry, looked up): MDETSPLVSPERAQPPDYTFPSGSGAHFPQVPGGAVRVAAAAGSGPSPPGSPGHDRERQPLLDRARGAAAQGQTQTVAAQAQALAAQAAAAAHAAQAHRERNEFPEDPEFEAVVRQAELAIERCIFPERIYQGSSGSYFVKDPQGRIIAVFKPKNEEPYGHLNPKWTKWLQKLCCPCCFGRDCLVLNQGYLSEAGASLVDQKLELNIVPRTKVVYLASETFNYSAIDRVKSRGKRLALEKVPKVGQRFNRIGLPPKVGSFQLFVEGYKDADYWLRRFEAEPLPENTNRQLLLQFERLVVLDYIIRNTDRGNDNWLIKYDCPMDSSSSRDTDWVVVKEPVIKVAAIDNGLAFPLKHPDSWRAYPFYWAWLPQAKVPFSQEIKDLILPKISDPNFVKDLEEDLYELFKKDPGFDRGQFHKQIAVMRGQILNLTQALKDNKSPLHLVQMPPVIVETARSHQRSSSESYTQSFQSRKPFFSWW
#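 ADP-Glo luminescence measured ADP generated by PI4K2A enzyme (4 ug/mL before mixing) with 1.2 mM PI substrate (pre-mix) and 300 microM ATP (pre-mix). Tris pH7.5 buffer with MgCl2, Triton X-100; 1 h reaction at ambient temperature.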
# D2 agonist: agonists of human D2 dopamine receptor. HEK293 T-REx D2 cells, calcium flux agonist mode. AID 485358. 0.53% of 340,000 active. activation, % at 2 µM;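 active means activation over 3 SD above normal in the single-dose calcium agonist read, cut at about 30% in these data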; further: 0% is about no effect
#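 Agonism scored from kinetic calcium signal (1 read/sec, 180 s) following compound pin transfer, after a 10 s baseline. Cells: HEK293 Trex line expressing inducible D2 receptor coupled to calcium, dye-loaded after overnight culture at 30 C.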
# mIDH1 inhibitor: human IDH1 R132H inhibition. 0.093% of 390,000 active. O75874. Potency, µM (top dose mostly 76.6 µM), inactives show at the highest dose activity change, negative = inhibition, hits mostly inhibitors. AID 602179. IDH1-R132H enzyme, NADPH consumption, diaphorase/resazurin fluorescence; further: potency means the concentration at half of the fitted maximal effect; on the % scale 0 is the no-effect control and ±100 the full control effect; nearly all actives have a fitted effect of over 65% in size
#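 IDH1-R132H (0.5 ug/mL dispensed) in pH 7.5 Tris buffer was preincubated 30 min with compound, then given a substrate mix of 0.016 mM NADPH and 2 mM alpha-KG for 80 min at room temperature; remaining NADPH was read by diaphorase/resazurin fluorescence.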
# TrxR1 inh: blocks rat thioredoxin reductase 1. O89049. recombinant rTrxR1, NADPH fluorescence consumption, selenite substrate. Potency, µM (doses to about 114 µM), inactives show at the highest dose activity change, negative = inhibition, actives largely listed as inhibitors. 1% of 390,000 active. AID 588453; further: potency means the concentration at half of the fitted maximal effect; on the % scale 0 is the no-effect control and ±100 the full control effect; nearly all actives have a fitted effect of over 65% in size
#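 Rat TrxR1 (90 nM in the dispensed reagent) was pre-reduced with 400 uM NADPH for 5 min at room temperature, then incubated with compound for 15 min. After 400 uM selenite was added, NADPH fluorescence (Ex 340/Em 450 nm) was followed for 8 min.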
# TRHR agonist: agonists of human TRH receptor; TRHR cells, calcium flux fluo-8, FDSS agonist mode; activation, % at 2 µM; 0.18% of 360,000 active; in the data active means activation above about 30%; further: 0% is about no effect
#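 Fluo-8-loaded TRHR cells; 10 s baseline, compound added, kinetic Ca2+ fluorescence read 1/s, agonist mode.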
# * hit, by the source's call; u = inconclusive; x = not tested or not shown; & = joins results of further samples; [ ] = another dose, or the depositor's remark. Unless noted, the call rests on the fitted dose curve; in most records, active means well fitted inhibition curve with a large enough effect; inconclusive means small, poorly fitted or top-dose-only effect; inactive means no such curve, though single readings can be large or run the other way.
nr | SMILES | TRHR enhancer | TrxR1 substrate | D2 antag | USP1-UAF1 inh | PI4K2A block | D2 agonist | mIDH1 inhibitor | TrxR1 inh | TRHR agonist
1 | CCc1ccccc1NC(=O)CN(C)C(=O)Cn1cnc2ccc(Cl)cc2c1=O | 3.0 | -15.2% | -12.6 | 0.1% | -4.0 | -1.1 | -0.5% | -5.0% | -0.4
2 | CCC(=O)Nc1nnc(S(=O)(=O)N(CC)c2ccc(OC)cc2)s1 | -6.0 | -5.3% | 3.4 | -3.5% | 1.4 | 0.4 | 1.4% | 7.6% | -0.2
3 | O=C(O)CCC(=O)N1CCC(n2nnc3cc(C(F)(F)F)ccc32)CC1 | 1.0 | 2.8% | 6.1 | -13.5% | 7.0 | 0.8 | 6.2% | 4.1% | 0.5
4 | Cn1c(CNC2CCCCC2)c(C#N)c2ccccc21 | -1.8 | -6.8% | 6.6 | -19.3% | 2.6 | -0.1 | -1.2% | 8.4% | 1.3
5 | CCc1nnc(NC(=O)c2cccnc2)s1 | -2.0 | -7.5%[57.1 µM] | 6.5 | -7.7% | 4.4 | 1.1 | 7.0% | -25.1% | -0.2
6 | C/C=C1\COC(C(=O)NCCN2CCCC2)(C(F)(F)F)C=C1C=C1CCCCC1 (stereo unspecified) | x | -1.6%&-1.4% | x | -13.5% | -0.4 | x | -8.9% | 6.6%&-34.8% | x
7 | CCc1ccc(OCC(=O)N(CC)CC)cc1 | 1.2 | -9.0%[57.1 µM] | -3.3 | -18.0% | -0.2 | 2.1 | -5.1% | -7.8%[57.1 µM] | -0.9
8 | CCCCn1c2ccccc2c2cc(CC(N)=O)ccc21 | -1.0 | 8.0%[11.4 µM] | -14.7 | -19.2% | -4.5 | x | 16.9% | 14.6%[11.4 µM] | 0.4
9 | CN(CC(=O)Nc1ccccc1Br)C(=O)c1ccccc1Sc1ccccc1C#N | x | -6.3% | x | -4.2% | 0.2 | x | -8.7% | 5.9% | x
10 | COc1ccc(/C=C/CN2CCCC(CCC(=O)NCc3ccc(F)c(F)c3)C2)cc1 (stereo unspecified) | 7.5 | 6.6%[57.1 µM] | -45.2 | -3.6% | 0.7 | 0.2 | 5.0% | 21.5%[57.1 µM] | 1.6

# Continued (two carried over from the part before).
nr | SMILES | TRHR enhancer | TrxR1 substrate | D2 antag | USP1-UAF1 inh | PI4K2A block | D2 agonist | mIDH1 inhibitor | TrxR1 inh | TRHR agonist
9 | CN(CC(=O)Nc1ccccc1Br)C(=O)c1ccccc1Sc1ccccc1C#N | x | -6.3% | x | -4.2% | 0.2 | x | -8.7% | 5.9% | x
10 | COc1ccc(/C=C/CN2CCCC(CCC(=O)NCc3ccc(F)c(F)c3)C2)cc1 (stereo unspecified) | 7.5 | 6.6%[57.1 µM] | -45.2 | -3.6% | 0.7 | 0.2 | 5.0% | 21.5%[57.1 µM] | 1.6
11 | CN(Cc1ccccc1)C(=O)COC(=O)COc1ccc(C#N)cc1 | 22.4 | -2.3% | 6.6 | -10.9% | -0.6 | 0.0 | -2.5% | 16.5% | -0.7
12 | COc1ccc(C(=O)N2c3ccccc3C(C)(c3ccc(Cl)cc3)CC2(C)C)cc1 (stereo unspecified) | -1.6 | -5.4% | x | u | 0.9 | 0.7 | -22.2% | 3.5% | 0.7
13 | COc1ccc(-n2c(SCC(=O)NC3CCCCC3)nc3ccsc3c2=O)cc1 | 7.5 | 11.4% | -4.9 | -23.2% | 3.3 | -0.2 | 0.6% | 30.8% | 0.2
14 | CCn1c(SCC(=O)Nc2cc(C)ccc2C)nnc1-c1cnccn1 | 1.8 | -3.9% | -8.5 | -6.0% | -8.5 | -0.5 | 6.3% | -0.5% | -0.1
15 | Cc1nc2nc(NCc3ccc(Cl)cc3)[nH]n2c(=O)c1Cc1ccccc1 | 0.9 | 1.6% | x | -14.4% | 0.6 | 1.7 | 0.4% | 17.4% | 0.7
16 | COc1ccc(NC(=O)N(C)C[C@H]2Oc3ccc(NC(=O)CCC(F)(F)F)cc3C(=O)N([C@H](C)CO)C[C@@H]2C)cc1 | x | -2.8% | x | -24.0% | -2.3 | x | -10.1% | -7.0% | x
17 | Cc1cccc(OCC(O)Cn2c(=N)n(CCN3CCOCC3)c3ccccc32)c1 (stereo unspecified) | -4.6 | 7.3%[57.1 µM] | 31.7* | -4.7% | 1.6 | 0.0 | 2.1% | 18.3%[57.1 µM] | 0.4
18 | CCCn1c(SCC(=O)c2cc(C)c(C)cc2C)n[nH]c1=O | 3.5 | -7.3%[11.4 µM] | 3.1 | -1.0% | 5.7 | -1.2 | 3.2% | 6.3%[11.4 µM] | -0.4
19 | COc1ccccc1C(=O)Nc1cccc2nc(C)ccc12 | -2.1 | 34.5% | 4.3 | -13.2% | 1.2 | 0.6 | 6.4% | 10.9%[57.1 µM] | 0.1
20 | CC(=O)NN1C(=O)c2ccc(Oc3ccc([N+](=O)[O-])cc3)cc2C1=O | 0.8 | 2.0% | -9.1 | u | 1.2 | 0.0 | 5.1% | 6.9% | 0.0
21 | CC(NC(=O)C(=O)N1CCOCC1)C(c1cccs1)N1CCN(c2ccccc2F)CC1 (stereo unspecified) | 1.7 | -2.3% | 6.8 | -14.3% | -2.0 | 19.9 | -9.3% | 9.6% | 0.1
22 | O=C(N=C1SCC(=O)N1c1ccccc1)c1ccco1 | -3.2 | -9.8% | -6.4 | -19.6% | 1.5 | 0.3 | 0.8% | -8.8% | 0.2
23 | CC(C)CNC(=O)COC(=O)c1cccc(S(=O)(=O)NCC(F)(F)F)c1 | 5.5 | 2.9% | 7.7 | -3.9% | -5.0 | 0.4 | 6.9% | 21.4% | 0.2
24 | O=C1c2cccnc2C(=O)N1Cc1ccc(S(=O)(=O)N2CCOc3ccccc32)cc1 | -3.1 | 5.0% | -4.3 | -13.9% | -6.0 | 0.3 | -12.7% | 33.1% | 0.1
25 | CCN(CC)S(=O)(=O)c1ccc2c(c1)nc(SCn1nnc3ccccc3c1=O)n2CC | 7.4 | 2.6% | 14.7 | -10.3% | -2.6 | -0.1 | -1.7% | 48.7%[activator] | -0.2
26 | Cc1ccc(N/N=C/c2ccc(N3CCOCC3)cc2)cc1C | 2.9 | -5.2% | 2.0 | -23.0% | 4.0 | 0.7 | -1.0% | u | -0.6
27 | COC(=O)c1ccc(NC(=O)c2ccccc2N(C)S(C)(=O)=O)cc1 | -2.4 | -7.4%[57.1 µM] | -7.7 | -10.1% | 7.7 | -0.4 | 6.0% | 1.8%[57.1 µM] | 0.3
28 | Cc1ccc(C(=O)c2ccc([N+](=O)[O-])cc2)cc1C | -0.5 | 3.9% | -22.9 | 10.7% | -1.9 | 0.5 | 2.8% | 7.4% | -0.1
29 | COc1cc(NS(=O)(=O)c2ccc3[nH]c4c(c3c2)CCCCCC4)cc(OC)c1 | -2.5 | -1.7%[57.1 µM] | x | u | 1.5 | x | -9.1% | 13.2%[57.1 µM] | 0.3
30 | C=CCn1c(SCC2=C(C(=O)OCC)C(C)NC(=O)N2)nnc1C1CCCCC1 (stereo unspecified) | -4.0 | -0.2% | 6.7 | -8.2% | -1.6 | 0.7 | 2.5% | -7.6% | 0.2
31 | Cc1n[nH]c(C)c1CCN(C)Cc1cn(C)nc1-c1ccccc1F | -5.6 | 3.5%[57.1 µM] | 4.9 | -20.8% | -2.1 | 8.4 | -1.2% | -3.2%[57.1 µM] | 0.8
32 | Cc1nn(-c2ccccc2)c2sc(-c3n[nH]c(=S)o3)cc12 | -0.8 | 226.4%[activator] | -11.2 | u | 9.9 | 0.3 | -15.3% | -12.9% | 0.1
33 | COc1ccc(Cl)cc1Nc1ncnc2c1c(-c1ccccc1)cn2-c1ccccc1 | -15.6 | -8.0%[57.1 µM] | x | 0.7% | -22.5 | x | 24.5% | -9.9%[57.1 µM] | -0.9
34 | COC1(c2ccccc2)NC(=S)NN=C1c1ccccc1 (stereo unspecified) | -2.1 | -10.7% | -0.9 | -9.7% | 4.6 | 0.5 | 3.2% | 2.8%[57.1 µM] | 0.0
35 | COc1ccc(OC)c(S(=O)(=O)N2CCC(C(=O)NC(C)c3ccccc3)CC2)c1 (stereo unspecified) | 2.2 | 6.8% | -2.0 | -5.9% | 7.8 | -0.9 | -5.1% | 5.8% | -0.3

# Molecules listed so far containing fluorine (seven):
nr | SMILES | TRHR enhancer | TrxR1 substrate | D2 antag | USP1-UAF1 inh | PI4K2A block | D2 agonist | mIDH1 inhibitor | TrxR1 inh | TRHR agonist
3 | O=C(O)CCC(=O)N1CCC(n2nnc3cc(C(F)(F)F)ccc32)CC1 | 1.0 | 2.8% | 6.1 | -13.5% | 7.0 | 0.8 | 6.2% | 4.1% | 0.5
6 | C/C=C1\COC(C(=O)NCCN2CCCC2)(C(F)(F)F)C=C1C=C1CCCCC1 (stereo unspecified) | x | -1.6%&-1.4% | x | -13.5% | -0.4 | x | -8.9% | 6.6%&-34.8% | x
10 | COc1ccc(/C=C/CN2CCCC(CCC(=O)NCc3ccc(F)c(F)c3)C2)cc1 (stereo unspecified) | 7.5 | 6.6%[57.1 µM] | -45.2 | -3.6% | 0.7 | 0.2 | 5.0% | 21.5%[57.1 µM] | 1.6
16 | COc1ccc(NC(=O)N(C)C[C@H]2Oc3ccc(NC(=O)CCC(F)(F)F)cc3C(=O)N([C@H](C)CO)C[C@@H]2C)cc1 | x | -2.8% | x | -24.0% | -2.3 | x | -10.1% | -7.0% | x
21 | CC(NC(=O)C(=O)N1CCOCC1)C(c1cccs1)N1CCN(c2ccccc2F)CC1 (stereo unspecified) | 1.7 | -2.3% | 6.8 | -14.3% | -2.0 | 19.9 | -9.3% | 9.6% | 0.1
23 | CC(C)CNC(=O)COC(=O)c1cccc(S(=O)(=O)NCC(F)(F)F)c1 | 5.5 | 2.9% | 7.7 | -3.9% | -5.0 | 0.4 | 6.9% | 21.4% | 0.2
31 | Cc1n[nH]c(C)c1CCN(C)Cc1cn(C)nc1-c1ccccc1F | -5.6 | 3.5%[57.1 µM] | 4.9 | -20.8% | -2.1 | 8.4 | -1.2% | -3.2%[57.1 µM] | 0.8

# Compounds were not picked by outcome; any-hit rate near 3.9%.
